From PubChem
12-hLO inh = 12-hLO (ALOX12) enzyme inhibition | P18054 | purified 12-hLO, xylenol orange hydroperoxide absorbance | Potency, µM (highest dose often 57.1 µM), for the others: at the top dose activity change, negative = inhibition, most hits filed as inhibitors | 150,000 compounds, 0.12% hits; active = well fitted inhibition curve with a large enough effect; note: nearly all actives have a fitted effect of over 55% in size; many of its hits are not listed in these tables
Target sequence (P18054 whole entry, looked up): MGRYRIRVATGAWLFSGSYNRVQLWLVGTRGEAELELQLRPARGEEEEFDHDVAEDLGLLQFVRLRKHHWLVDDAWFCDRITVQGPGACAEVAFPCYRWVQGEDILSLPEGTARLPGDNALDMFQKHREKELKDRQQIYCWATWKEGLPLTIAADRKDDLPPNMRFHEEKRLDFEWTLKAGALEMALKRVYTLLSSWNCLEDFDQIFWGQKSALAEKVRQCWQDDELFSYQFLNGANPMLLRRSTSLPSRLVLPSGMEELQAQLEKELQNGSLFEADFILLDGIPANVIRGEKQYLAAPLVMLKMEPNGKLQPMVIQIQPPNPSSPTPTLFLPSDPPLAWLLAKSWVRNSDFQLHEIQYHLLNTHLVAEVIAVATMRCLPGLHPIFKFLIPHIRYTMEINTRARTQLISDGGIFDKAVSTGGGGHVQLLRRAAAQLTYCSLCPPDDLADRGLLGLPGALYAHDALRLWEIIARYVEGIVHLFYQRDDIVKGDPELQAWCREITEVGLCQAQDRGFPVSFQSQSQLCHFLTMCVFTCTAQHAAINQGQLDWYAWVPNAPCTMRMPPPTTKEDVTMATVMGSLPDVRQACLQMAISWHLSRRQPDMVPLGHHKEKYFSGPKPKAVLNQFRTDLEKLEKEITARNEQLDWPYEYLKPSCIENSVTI
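Xylenol orange chromogenic assay: hydroperoxide from 12hLO oxidises Fe(II), giving red-shifted Fe(III)-XO absorbance. Conditions: 150 nM enzyme, 40 uM arachidonic acid, 25 mM Hepes pH 7.0, 0.01% Triton X-100, 30 min, room temperature.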
An asterisk follows results filed as active; & = joins results of further samples; [ ] = remark or other dose. % is set by controls: 0 for no effect and ±100 for the full control effect; potency is the fitted concentration of half-maximal effect. Some of the compounds tested; rates above refer to the full screens.

CC(CN(C)C)NC(=O)c1ccc(Cc2nc3ccccc3[nH]2)cc1 (stereo not given)
  12-hLO inh: 7%

Cc1noc(C)c1S(=O)(=O)N1CCc2nc(-c3ccccc3)c3c(c2C1)CO[C@@H](C)C3
  12-hLO inh: 5%[11.4 µM]

CCCCCCCCCCCCCCCC(=O)NCC(=O)O
  12-hLO inh: -2%

CCCCc1nc2c(c3c1C[C@H](C)OC3)CN(C(=O)C1CC1)CC2
  12-hLO inh: 1%[11.4 µM]

COC/C=C/C1=CC2=CC(=O)C(C)(O)C(=O)C2=CO1 (stereo not given)
  12-hLO inh: 6%

COc1ccc(C2=CC3=C(Br)C(=O)C(C)(OC(=O)C4CCCC4)C(=O)C3=CO2)cc1 (stereo not given)
  12-hLO inh: -2%

O=C(O)c1cc(S(=O)(=O)Nc2cccc(Cl)c2)ccc1O
  12-hLO inh: 0%

COC(=O)C1=C(C(=O)OC)[C@@H]2N(C)c3ccc(OC)cc3[C@@]23C[C@@H](C(=O)OC)N(C(=O)C2CCC2)C3=N1
  12-hLO inh: -15%[11.4 µM]

COC(=O)C1=C(C(=O)OC)[C@@H]2N(C)c3ccccc3[C@@]23C[C@@H](CO)N(C(=O)c2cc(C)oc2C)C3=N1
  12-hLO inh: 0%[11.4 µM]

CC1(COc2ccc(CC3SC(=O)NC3=O)cc2)CCCCC1 (stereo not given)
  12-hLO inh: 1%

C=CCN1c2ccccc2[C@]23C[C@@H](C(=O)OC)N=C2NC(C(=O)OC)=C(C(=O)OC)[C@H]13
  12-hLO inh: 3%[11.4 µM]

COC(=O)CC1c2ccccc2C=C(C2CC2)N1C(=O)OC (stereo not given)
  12-hLO inh: 14%[11.4 µM]

COC(=O)C1=C(C(=O)OC)[C@@H]2N(Cc3ccccc3)c3ccccc3[C@@]23C[C@@H](C(=O)OC)N(C(=O)c2cc(C)oc2C)C3=N1
  12-hLO inh: 5%[11.4 µM]

COC(=O)NC(CCc1ccccc1)C(C(=O)OC)C(=O)OC (stereo not given)
  12-hLO inh: 29%

CC1(OC(=O)CCc2ccccc2)C(=O)C=C2C=C(c3ccc(C#N)cc3)N(CCc3c[nH]c4ccccc34)C=C2C1=O (stereo not given)
  12-hLO inh: 4%[11.4 µM]

Cc1ccc(S(=O)(=O)N(CC(=O)O)Cc2cccc(C)c2)cc1
  12-hLO inh: 0%

Cc1ccccc1Nc1oc(-c2ccccc2)nc1-c1ccccc1F
  12-hLO inh: 1%

COC(=O)C1=C(C(=O)OC)[C@@H]2N(C)c3ccc(OC)cc3[C@@]23C[C@@H](C(=O)OC)N(S(=O)(=O)c2ccc(C)cc2)C3=N1
  12-hLO inh: -4%[11.4 µM]

COc1ccccc1NS(=O)(=O)c1cc(C(=O)O)ccc1F
  12-hLO inh: 0%

COc1cccc(CC(=O)N2CCc3nc(-c4ccc(OC)cc4C)c4c(c3C2)CO[C@@H](c2ccccc2)C4)c1
  12-hLO inh: -4%[11.4 µM]

CN1CCC(CNC(=O)c2ccc(Cc3nc4ccccc4[nH]3)cc2)CC1
  12-hLO inh: 0%

CCCCC1=CC2=CC(=O)C(C)(OC(=O)c3ccc(Cl)nc3)C(=O)C2=CO1 (stereo not given)
  12-hLO inh: -8%

COC(=O)CCCC1=CC2=CC(=O)C(C)(OC(=O)c3ccc(Cl)nc3)C(=O)C2=CO1 (stereo not given)
  12-hLO inh: 5%

CCCCCC(=O)/C=C/[C@@H]1[C@@H](C/C=C\CCCC(=O)O)[C@@H](O)C[C@H]1O
  12-hLO inh: 0%

COC/C=C/C1=CC2=CC(=O)C(C)(OC(=O)c3cnc4ccccc4n3)C(=O)C2=CN1CCCOC(C)C (stereo not given)
  12-hLO inh: 4%[11.4 µM]

Part of the list above, set out differently:
| compound | 12-hLO inh |
| --- | --- |
| CCCCC1=CC2=CC(=O)C(C)(OC(=O)c3ccc(Cl)nc3)C(=O)C2=CO1 (stereo not given) | -8% |
| COC(=O)C1=C(C(=O)OC)[C@@H]2N(Cc3ccccc3)c3ccccc3[C@@]23C[C@@H](C(=O)OC)N(C(=O)c2cc(C)oc2C)C3=N1 | 5%[11.4 µM] |
| CC1(COc2ccc(CC3SC(=O)NC3=O)cc2)CCCCC1 (stereo not given) | 1% |
| COC(=O)C1=C(C(=O)OC)[C@@H]2N(C)c3ccc(OC)cc3[C@@]23C[C@@H](C(=O)OC)N(S(=O)(=O)c2ccc(C)cc2)C3=N1 | -4%[11.4 µM] |
| CCCCc1nc2c(c3c1C[C@H](C)OC3)CN(C(=O)C1CC1)CC2 | 1%[11.4 µM] |
| O=C(O)c1cc(S(=O)(=O)Nc2cccc(Cl)c2)ccc1O | 0% |

Following part:
C=CCN1C=C2C(=O)C(C)(OC(=O)c3ccc(OC)cc3)C(=O)C(c3ccco3)=C2C=C1CCCC (stereo not given)
  12-hLO inh: -1%[11.4 µM]

CCCCC/C=C\C/C=C\C/C=C\C/C=C\CCCC(=O)O[C@@H](CO)COCCCCCCCCCCCCCCCC
  12-hLO inh: 2%

COC(=O)CCCC1=CC2=CC(=O)C(C)(OC(=O)c3cccs3)C(=O)C2=CN1C1CC1 (stereo not given)
  12-hLO inh: -6%[11.4 µM]

CC1(OC(=O)c2cccs2)C(=O)C=C2C=C3CCCN3C=C2C1=O (stereo not given)
  12-hLO inh: -6%[11.4 µM]

CCCCC[C@H](O)/C=C/[C@H]1OC(O)C[C@H](O)[C@@H]1C/C=C\CCCC(=O)O (stereo not given in full)
  12-hLO inh: -1%

CS(=O)(=O)N(CC(=O)O)c1ccccc1
  12-hLO inh: 0%

CC(=O)C1=C(C)N(Cc2ccccc2)C(=O)N[C@H]1c1ccco1
  12-hLO inh: -6%[11.4 µM]

CCCCCC(=O)/C=C/C=C\C/C=C\C/C=C\CCCC(=O)O
  12-hLO inh: 1%

CCCCC/C=C\C/C=C\CCCCCCCCCC(N)=O
  12-hLO inh: 1%

CC(C)C[C@@H](CC(=O)N[C@@H](CCC(=O)O)CC(=O)O)NC(=O)[C@@H]1CCCC[C@H]1NC(=O)C[C@@H](NC(=O)C[C@H](Cc1c[nH]c2ccccc12)NC(=O)[C@@H]1CNCC[C@H]1N)C(C)C
  12-hLO inh: 1%

COC(=O)C(C(=O)OC)[C@@H](NC=O)c1ccccc1
  12-hLO inh: 2%

CCN1C(=O)N[C@@H](c2ccccc2)[C@H](C(=O)OC)[C@H]1C
  12-hLO inh: 0%[11.4 µM]

CCCCC1=CC2=CC(=O)C(C)(OC(=O)CC)C(=O)C2=CN1c1ccccc1 (stereo not given)
  12-hLO inh: -3%[11.4 µM]

O=C(Nc1ccccc1)c1ccc(Cc2nc3ccccc3[nH]2)cc1
  12-hLO inh: 0%

COC(=O)CCC(=O)OC1(C)C(=O)C=C2C=C(C3CC3)N(Cc3ccco3)C=C2C1=O (stereo not given)
  12-hLO inh: -4%[11.4 µM]

COc1ccc(-c2nc(-c3ccccc3)c(NC(C)(C)C)o2)cc1
  12-hLO inh: 7%&1%

COC(=O)C1=C(C(=O)OC)[C@@H]2Nc3ccccc3[C@@]23C[C@@H](C(=O)OC)N(C(=O)COCc2ccccc2)C3=N1
  12-hLO inh: 0%[11.4 µM]

COC1=C(C(=O)c2ccccc2)C(=O)C2(CC=C(C)C)C[C@H](C(=O)OCC(F)(F)F)C(C)(C)[C@@]1(CC=C(C)C)C2=O (tested in a mixture with another compound)
  12-hLO inh: 4%

CCCCCCCC(=O)OC[C@H](CO)OC(=O)CCCCCCC
  12-hLO inh: -1%

C[Si](C)(C/C=C/CC[C@H](O)C1=CCCCC1=O)c1ccccc1
  12-hLO inh: 0%

CC(C)(C)OC(=O)NCCCC1=CC2=CC(=O)C(C)(OC(=O)c3cccs3)C(=O)C2=CO1 (stereo not given)
  12-hLO inh: -5%

CCCCC1=CC2=CC(=O)C(C)(OC(=O)CC)C(=O)C2=CN1C(CO)CO (stereo not given)
  12-hLO inh: 3%[11.4 µM]

COC(=O)C1=C(C(=O)OC)[C@@H]2N(C)c3ccccc3[C@@]23C[C@@H](C(=O)OC)N(S(=O)(=O)c2ccc([N+](=O)[O-])cc2)C3=N1
  12-hLO inh: -2%[11.4 µM]

COC(=O)CCC(=O)OC1(C)C(=O)C=C2C=C(c3ccsc3)OC=C2C1=O (stereo not given)
  12-hLO inh: 1%

CC1(OC(=O)C2CCCC2)C(=O)C=C2C=C(c3ccc(C#N)cc3)OC=C2C1=O (stereo not given)
  12-hLO inh: -4%

Arranged by heavy-atom count (highest first): part of the list above
COC(=O)C1=C(C(=O)OC)[C@@H]2N(Cc3ccccc3)c3ccccc3[C@@]23C[C@@H](C(=O)OC)N(C(=O)c2cc(C)oc2C)C3=N1
  12-hLO inh: 5%[11.4 µM]

CC1(OC(=O)C2CCCC2)C(=O)C=C2C=C(c3ccc(C#N)cc3)OC=C2C1=O (stereo not given)
  12-hLO inh: -4%

Cc1ccc(S(=O)(=O)N(CC(=O)O)Cc2cccc(C)c2)cc1
  12-hLO inh: 0%

(next part)
COC(=O)CCCC1=CC2=CC(=O)C(C)(OC(=O)c3cccs3)C(=O)C2=CN1CC1CC1 (stereo not given)
  12-hLO inh: 1%[11.4 µM]

CCCCC/C=C\C/C=C\CCCCCCCCCC(=O)NCCCC(=O)O
  12-hLO inh: 2%

COC/C=C/C1=CC2=CC(=O)C(C)(OC(=O)c3cnc4ccccc4n3)C(=O)C2=CN1c1ccc(CO)cc1 (stereo not given)
  12-hLO inh: 1%[11.4 µM]

CCCCC1=CC2=C(OC(C)=O)C(=O)C(C)(OC(=O)CCC(=O)OC)C(=O)C2=CO1 (stereo not given)
  12-hLO inh: 2%

COc1ccc(-c2nc3c(c4c2C[C@H](c2ccccc2)OC4)CN(C(=O)c2cc(I)ccc2F)CC3)c(C)c1
  12-hLO inh: -4%[11.4 µM]

NCCC[C@@H](CC(=O)N[C@@H]1CCNC[C@H]1C(=O)N[C@H](CC(=O)N[C@@H](CCC(=O)O)CC(=O)O)Cc1c[nH]c2ccccc12)NC(=O)C[C@H](Cc1c[nH]c2ccccc12)NC(=O)[C@@H]1CCCC[C@H]1N
  12-hLO inh: 3%

COC(=O)CCC(=O)OC1(C)C(=O)C=C2C=C(C3CC3)N(CCc3ccccn3)C=C2C1=O (stereo not given)
  12-hLO inh: -5%[11.4 µM]

CCCCCC(O)/C=C/C=O (stereo not given)
  12-hLO inh: -1%

CC1(OC(=O)C2CCCC2)C(=O)C=C2C=C(c3ccsc3)N(Cc3ccccc3)C=C2C1=O (stereo not given)
  12-hLO inh: -18%[11.4 µM]

CCCCCC1OC1C/C=C\C/C=C\C/C=C\CCCC(=O)O (stereo not given)
  12-hLO inh: 1%

CCCCCCCCCCCCC/C=C/[C@@H](O)[C@H](CO)NC(=O)CCCCCCC
  12-hLO inh: 2%

COC(=O)CCCC1=CC2=CC(=O)C(C)(OC(=O)c3cccs3)C(=O)C2=CN1CCN1CCOCC1 (stereo not given)
  12-hLO inh: -1%[11.4 µM]

O=C(O)c1cc(S(=O)(=O)Nc2ccc(O)cc2)ccc1Cl
  12-hLO inh: -5%

COC(=O)CC1c2ccccc2C(Cc2ccc3c(c2)OCO3)=C(C)N1C(=O)OC (stereo not given)
  12-hLO inh: -6%[11.4 µM]

COc1ccc(-c2nc3c(c4c2C[C@H](c2ccccc2)OC4)CN(C(=O)c2cccnc2)CC3)c(C)c1
  12-hLO inh: 2%[11.4 µM]

CCN(CC)CCCN1C=C2C(=O)C(C)(OC(=O)CCC(=O)OC)C(=O)C=C2C=C1C1CC1 (stereo not given)
  12-hLO inh: 2%[11.4 µM]

Cc1cc(C)c2nc(Nc3nc(C)cc(=O)[nH]3)nc(C)c2c1
  12-hLO inh: 0%

CC(=O)c1cccc(NS(=O)(=O)c2cccc(C(=O)O)c2)c1
  12-hLO inh: -2%

CC(C)C[C@@H](CC(=O)N[C@@H](CCC(=O)O)CC(=O)O)NC(=O)[C@@H]1CCCC[C@H]1NC(=O)C[C@@H](NC(=O)C[C@H](Cc1ccccc1)NC(=O)[C@@H]1CCCC[C@H]1N)C(C)C
  12-hLO inh: 3%

COC(=O)CCCC1=CC2=C(c3ccccc3)C(=O)C(C)(OC(=O)C3CCCC3)C(=O)C2=CN1CC1CC1 (stereo not given)
  12-hLO inh: -6%[11.4 µM]

C=CCNC(=O)N1CCc2nc(-c3ccccc3)c3c(c2C1)CO[C@@H](C)C3
  12-hLO inh: 0%[11.4 µM]

CCOC(=O)CN1C(=O)N[C@@H](c2cccc(C(F)(F)F)c2)[C@@H](C(=O)OC)[C@H]1C
  12-hLO inh: 1%[11.4 µM]

COC(=O)C1=C(C(=O)OC)[C@@H]2N(Cc3ccccc3)c3ccccc3[C@@]23C[C@@H](C(=O)OC)N(C(=O)c2ccc(Br)cc2)C3=N1
  12-hLO inh: 2%[11.4 µM]

CCCCCCCC1=Cc2ccccc2C(C(C(=O)OC)C(=O)OC)N1C(=O)OC (stereo not given)
  12-hLO inh: 0%[11.4 µM]

CCCCc1nc2c(c3c1C[C@H](C)OC3)CN(S(=O)(=O)c1ccccc1C(=O)OC)CC2
  12-hLO inh: -2%[11.4 µM]

C[C@H]1Cc2c(COc3ccccc3)nc3c(c2CO1)CN(C(=O)C1CC1)CC3
  12-hLO inh: 1%[11.4 µM]

O=C(NCCN1CCOCC1)c1ccc(Cc2nc3ccccc3[nH]2)cc1
  12-hLO inh: -1%

CCOC(=O)N1C2=NC(C(=O)OC)=C(C(=O)OC)[C@@H]3N(C)c4ccc(OC)cc4[C@]23C[C@H]1C(=O)OC
  12-hLO inh: -1%[11.4 µM]

O=P(O)(CN1CCCCC1)C1CCCCC1O (stereo not given)
  12-hLO inh: -2%

COC(=O)[C@@H]1[C@@H](C)N(Cc2ccccc2)C(=O)N[C@H]1c1cccc(C(F)(F)F)c1
  12-hLO inh: 1%[11.4 µM]

COC(=O)[C@@H](NC(=O)N1CCc2nc(-c3ccc(OC)cc3C)c3c(c2C1)CO[C@@H](c1ccccc1)C3)C(C)C
  12-hLO inh: -1%[11.4 µM]

C=CC1=C2C=C(C3CC3)N(Cc3ccco3)C=C2C(=O)C(C)(OC(=O)c2ccco2)C1=O (stereo not given)
  12-hLO inh: 7%[11.4 µM]
